Glioma ERSR ind: inducers of ER stress response in human glioma cells | Potency, µM, for inactives: at the highest dose activation, hits mostly activators | U87-MG GRP78 promoter luciferase reporter, 16 h | 420,000 compounds, 0.02% hits; further: potency means the concentration at half of the fitted maximal effect; series mostly up to about 76 µM; % of control where 0% means no effect; nearly all actives have a fitted effect of over 35% in size
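ERSR induction read as luciferase luminescence (Bright-Glo, 10 min at room temperature) in stably transfected human U87-MG glioma cells exposed to compounds for 16 h, using GRP78 as sensor.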
RXFP1 antag: blocks the human relaxin receptor RXFP1; Q9HBX9; HEK293-RXFP1, relaxin-stimulated cAMP HTRF, 30 min; hits give low values; activity change, negative = inhibition, % at 57.5 µM; 350,000 compounds, 0.59% hits;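 active means activity change of -60% or lower, but not beyond a set lower limit; inconclusive means change between -60% and -40%, or beyond the set limit; inactive means change above -40%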; further: on the % scale 0 is the no-effect control and ±100 the full control effect
D2 PAM: positively modulates the human D2 dopamine receptor allosterically | 340,000 compounds, 0.34% hits | HEK293 T-REx D2, calcium flux, EC20 dopamine potentiation | potentiation, % at 10 µM | P14416;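 active means potentiation over 3 SD above the plate norm, cut at about 30% in these data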; further: 0% is about no effect
Target sequence (P14416 whole entry, looked up): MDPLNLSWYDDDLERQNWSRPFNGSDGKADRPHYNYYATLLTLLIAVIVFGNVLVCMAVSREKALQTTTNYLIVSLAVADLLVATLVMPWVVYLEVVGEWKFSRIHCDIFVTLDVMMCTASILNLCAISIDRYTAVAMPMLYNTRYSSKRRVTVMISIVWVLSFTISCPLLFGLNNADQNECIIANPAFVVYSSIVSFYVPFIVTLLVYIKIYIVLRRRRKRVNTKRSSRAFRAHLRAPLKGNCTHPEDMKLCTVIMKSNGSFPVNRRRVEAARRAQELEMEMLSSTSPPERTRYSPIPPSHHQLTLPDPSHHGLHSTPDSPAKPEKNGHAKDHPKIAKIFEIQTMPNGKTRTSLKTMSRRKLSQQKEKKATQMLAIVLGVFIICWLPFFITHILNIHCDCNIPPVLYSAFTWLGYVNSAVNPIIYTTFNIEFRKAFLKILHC
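Potentiation of an EC20 dopamine calcium response measured kinetically over 180 s, after a preceding 180 s compound-only read flagging agonists. Cells: inducible Hek293 Trex D2 line, 4000/well, cultured overnight at 30 C before dye loading.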
D1 PAM: human D1 dopamine receptor positive modulation; AID 504651; potentiation, % at 10 µM; HEK293 TREx D1 cells, calcium flux, dopamine EC20 potentiation; 360,000 compounds, 0.036% hits; in the data active means potentiation above about 30%; further: 0% is about no effect
RXFP1 agonist: agonists of human relaxin receptor RXFP1. Potency, µM (top dose mostly 57.5 µM), inactives show at the top dose activation, usual class: activators. AID 2676. 370,000 compounds, 0.3% hits. HEK293T-RXFP1 cAMP TR-FRET, 30 min; response scale: percent of porcine relaxin response, buffer zero. Q9HBX9; further: potency means the concentration at half of the fitted maximal effect; on the % scale 0 is the no-effect control and ±100 the full control effect; nearly all actives have a fitted effect of over 60% in size; many of its hits are not listed in these tables
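HEK293T cells stably expressing RXFP1 were pretreated with the PDE4 inhibitor Ro 20174, exposed to compounds for 30 min at 37C, lysed, and cAMP was read by TR-FRET. Data normalized to buffer (basal) and 29 nM porcine relaxin (100%).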
D1 ag: human D1 receptor agonism; activation, % at 2 µM; 360,000 compounds, 1% hits; HEK293 T-REx D1 cells, calcium flux, agonist mode; in the data active means activation above about 30%; further: 0% is about no effect
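Tetracycline-induced HEK293 TREx D1 cells, force-coupled to calcium signalling, were dye-loaded with a no-wash calcium kit. Compound was pin-added after a 10 s baseline. Fluorescence was read kinetically at 1 cycle/s for 180 s, with calcium rises flagged as agonism.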
Vif-APOBEC3G blk: blocks the Vif interaction with human APOBEC3G; Potency, µM (highest dose often 46.1 µM), inactives show at the top dose activity, negative = active, usual class: inhibitors; 410,000 compounds, 0.076% hits; Q9HC16; HeLa A3G-eYFP + Vif (tagged APOBEC3G with the HIV-1 protein that degrades it), YFP fluorescence, overnight;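 further: potency means the concentration at half of the fitted maximal effect; on the % scale 0 is the no-effect control and ±100 the full control effect; nearly all actives have a fitted effect of over 60% in size; hits raise eYFP signal because A3G escapes Vif-driven loss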
Target sequence (Q9HC16 whole entry, looked up): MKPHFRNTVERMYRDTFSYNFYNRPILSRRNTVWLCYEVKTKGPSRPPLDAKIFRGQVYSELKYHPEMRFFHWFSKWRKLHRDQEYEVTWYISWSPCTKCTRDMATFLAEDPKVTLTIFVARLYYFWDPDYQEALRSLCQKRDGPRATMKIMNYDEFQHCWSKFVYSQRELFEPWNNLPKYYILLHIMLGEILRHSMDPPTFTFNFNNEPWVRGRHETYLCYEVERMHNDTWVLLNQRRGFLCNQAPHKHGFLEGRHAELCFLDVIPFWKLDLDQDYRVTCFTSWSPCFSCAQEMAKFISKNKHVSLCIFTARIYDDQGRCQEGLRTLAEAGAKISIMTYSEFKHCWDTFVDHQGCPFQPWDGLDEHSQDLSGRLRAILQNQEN
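Read-out is eYFP fluorescence (Ex 488/Em 500-530) from Vif-expressing HeLa A3G-eYFP cells; more signal means A3G escaped Vif-mediated degradation. Cells plated overnight, compound pinned in, incubated overnight at 37 deg C.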
D1 antag: blocks dopamine activation of the human D1 receptor. 360,000 compounds, 3.2% hits. activity change, negative = inhibition, % at 10 µM. HEK293 TREx D1 cells, calcium flux, dopamine EC80; hits give low values. P21728; in the data active means activity change below about -30%; further: on the % scale 0 is the no-effect control and ±100 the full control effect
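Kinetic fluorescence of a calcium dye serves as the read-out. D1-expressing Hek293 Trex cells, induced overnight at 30 C, are exposed to compound for 180 s before an EC80 dopamine addition, then read 180 s further.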
Vif-A3F inh: Vif-A3F binding inhibition | AID 602313 | HeLa A3F-eYFP + Vif (tagged APOBEC3F with the HIV-1 protein that degrades it), YFP fluorescence increase | 390,000 compounds, 0.2% hits | Potency, µM (highest dose often 46.1 µM), for the others: at the top dose activity, negative = active; further: potency means the concentration at half of the fitted maximal effect; % of control where 0% means no effect; nearly all actives have a fitted effect of over 65% in size
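Fluorescence increase (Ex 488/Em 500-530) after overnight compound treatment at 37 deg C flags inhibition of Vif-driven A3F-eYFP loss in stable HeLa A3F-eYFP/Vif cells seeded overnight beforehand.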
The depositor's hits bear a star; ? = inconclusive; nt = not tested or not shown; & = joins results of further samples; ! = not active in a repeat. Unless noted, the call rests on the fitted dose curve; in most records, active means well fitted curve in the direction sought with a large enough effect; inconclusive means small, poorly fitted or top-dose-only effect, or another doubt; inactive means no such curve, though single readings can be large; an effect the other way counts as inactive or inconclusive.

SMILES | Glioma ERSR ind | RXFP1 antag | D2 PAM | D1 PAM | RXFP1 agonist | D1 ag | Vif-APOBEC3G blk | D1 antag | Vif-A3F inh
O=C(O)c1cccc(CN2C(=O)SC(Nc3ccccc3)C2=O)c1 (stereo not drawn) | -1% | 2 | nt | 1 | -0.3% | 1 | -5% | -3 | 14%
Cc1cc(=O)oc2c(C)c(OC(C)C(=O)NC(Cc3c[nH]c4ccc(O)cc34)C(=O)O)ccc12 (stereo not drawn) | -2% | nt | 0 | 6 | 2.0% | 1 | 0% | -8 | -15%
COc1ccc(S(=O)(=O)N2CCCCC2)cc1NCC(=O)Nc1ccc(C)cc1 | -2% | -4 | 2 | -8 | 2.0% | 1 | -1% | 2 | 0%
Cc1ccccc1Nc1nc(N)nc(CN(C)c2ccccc2)n1 | 5% | 0 | -2 | -3 | 0.2% | 1 | -1% | -3 | -4%
C=C(C)CSc1nc2c(c(=O)[nH]c(=O)n2C)n1Cc1ccccc1 | -4% | nt | 0 | -2 | 0.0% | -1 | -1% | 3 | -1%
CCn1cc(C(=O)NC(C)C)c(=O)c2cc(F)c(N3CCN(C(=O)c4ccco4)CC3)cc21 | -1% | -6 | 5 | -3 | 3.4% | 5 | -7% | -31* | 6%
Cc1cc(C)c(C(=O)C(C)OC(=O)C2=COCCO2)cc1C (stereo not drawn) | -2% | -19 | 15 | 5 | 0.0% | 3 | 0% | -16 | 6%
COC(=O)c1ccc(NC(=O)C(=O)N2CCCC2)cc1 | -9% | 7 | 5 | -4 | 0.7% | 0 | 4% | 0 | -8%
CCOC(=O)c1ccc(NC(=O)C2CC3CCC2C3)cc1 (stereo not drawn) | -6% | -17 | nt | nt | nt | nt | -3% | nt | -1%
CCN(C(=O)COC(=O)c1ccc(S(=O)(=O)N2CCCc3ccccc32)cc1)C1CCS(=O)(=O)C1 (stereo not drawn) | 4% | -12 | -3 | 15 | -0.5% | 1 | ? | 0 | 4%
CC(C)CN(C(=O)COC(=O)CCSc1ccc(F)cc1)c1c(N)n(Cc2ccccc2)c(=O)[nH]c1=O | 0% | -29 | 8 | 2 | 0.2% | 17 | -7% | 12 | -21%
CCCc1cc(=O)oc2cc(OCC(=O)OC)cc(OCC(=O)OC)c12 | nt | nt | -14 | -1 | 4.1% | 3 | nt | 2 | nt
CC1CCCC(NC(=O)CSC2=Nc3ccccc3C3CC=NN23)C1C (stereo not drawn) | 4% | -9 | -24 | 0 | -1.0% | 3 | -7% | 13 | -9%
NC(=O)c1cc[n+](CC(=O)c2ccc(NC(=O)c3ccccc3)cc2)cc1 | 0% | -6 | 0 | 2 | 2.3% | 1 | 0% | 1 | 2%
COc1ccc(NC(=O)CN2CCOCC2)cc1S(=O)(=O)N1CCCCC1 | -1% | -5 | 5 | 0 | 1.6% | 2 | -1% | -20 | 0%
FC(F)Sc1ccc(NC(=S)NCC2CCCCC2)cc1 | 6% | 3 | -14 | -4 | 1.2% | 15 | 1% | -28 | 0%
COc1ccc(C2=NN(C)C(=NCc3ccccc3)SC2)cc1 | 2% | -1 | 0 | -1 | 1.3% | 4 | 3% | 4 | -8%
COc1ccc(OC)c(S(=O)(=O)Nc2ccc(F)cc2)c1 | -1% | 11 | -4 | -1 | -1.7% | 5 | 2% | -3 | -4%
CC12c3ccccc3C(c3ccccc31)C1C(=O)N(c3cccnc3)C(=O)C12 (stereo not drawn) | -3% | nt | -1 | 1 | 0.4% | 3 | 2% | -2 | -3%
Cc1ccc(CN2CC(=O)N3[C@H]4c5ccccc5OC[C@@H]4[C@H](c4ccccc4)[C@]3(C)C2=O)cc1 | -1% | nt | nt | 3 | 0.1% | 4 | 0% | 21 | 6%
Cc1nc2c(c(=O)n1Cc1ccccc1Cl)c1nc3ccccc3nc1n2Cc1ccco1 | nt | nt | 12 | -3 | 3.8% | 0 | nt | 7 | nt
COc1ccc(NC(=O)CSc2nc3ccccc3cc2Cc2ccccc2)cc1 | 1% | 5 | nt | nt | 0.1% | nt | 1% | nt | 1%
Cc1c(-c2ccc(Br)cc2)[n+](=O)c2c(n1[O-])CCCCC2 | -3% | 5 | nt | 3 | -0.5% | 2 | 0% | 1 | 1%
FC(F)(F)c1ccccc1C1C2=C(Nc3ncnn31)c1ccccc1CCC2 (stereo not drawn) | nt | nt | -5 | -7 | 2.4% | 2 | nt | -21 | nt
CC(C)(O)c1cc2ccc(C#Cc3ccsc3)cc2c(=O)o1 | 0% | nt | 12 | -6 | 2.5% | -3 | -1% | nt | 4%

The results go on.
SMILES | Glioma ERSR ind | RXFP1 antag | D2 PAM | D1 PAM | RXFP1 agonist | D1 ag | Vif-APOBEC3G blk | D1 antag | Vif-A3F inh
O=C1CC(c2ccccc2)c2ccc(O)cc2O1 (stereo not drawn) | -3% | -22 | -7 | -3 | 0.7% | 6 | -8% | -7 | 1%
CC1CCN(CCCNC(=O)CCNC(=O)Cn2cnc3ccccc3c2=O)CC1 | 0% | 0 | -4 | -4 | 2.6% | 7 | -2% | 11 | -12%
CCOc1ccc(NC(=O)c2cc(S(=O)(=O)N3CCC(C)CC3)cn2C)cc1 | -3% | nt | 10 | -4 | 4.5% | 0 | -2% | -22 | 1%
CCn1c(COc2ccccc2)nnc1SCC(=O)NC1CCCCC1 | -3% | 1 | -6 | -1 | -2.2% | 3 | 0% | -12 | -12%
C=CCN1C(=O)N(c2ccccc2)C(=O)C1CC(=O)Nc1ccc(OC)cc1 (stereo not drawn) | -9% | -4 | -1 | 21 | -5.7% | 1 | 1% | 9 | -4%
CC(C)(C)c1ccc(C(=O)NN2CCOCC2)cc1 | -5% | 3 | 2 | 5 | -0.2% | 1 | 1% | -1 | 4%
COC(=O)N[C@H](CC(C)=O)c1ccccc1 | nt | nt | 10 | 2 | -0.3% | 1 | nt | -10 | nt
O=C(NCCO)c1cc2ccccc2cc1O | 0% | 6 | -5&14 | 2&0 | 2.1%&0.9% | 1&4 | -2% | -8&-13 | -15%
COc1ccc(OC)c(CC(NC(C)=O)C(=O)NC2CCN(c3nc(OC)nc(OC)n3)CC2)c1 (stereo not drawn) | -4% | -2 | 8 | 3 | -0.2% | -3 | 1% | -6 | 1%
Nc1nc(SCc2cccc(Br)c2)n[nH]1 | -3% | 14 | 9 | -3 | 2.5% | 4 | -3% | 0 | -3%
COc1ccc(NC(=O)C(=O)NCC2CCCN2S(=O)(=O)c2ccc(C)cc2)cc1 (stereo not drawn) | -4% | 14 | 20 | -5 | 3.6% | 6 | -30% | -12 | -6%
Cc1nccn1-c1c2c(c(C#N)c3nc4ccccc4n13)CCC2 | -5% | 5 | 10 | 5 | 2.5% | 0 | 0% | 22 | 0%
COc1ccc(-c2noc(N3CCN(c4cccc(C)c4C)CC3)n2)cc1OC | -1% | -35 | -6 | 4 | 0.1% | 1 | 6% | -29 | 0%
Cc1sc2ncnc(OCC(=O)NC3CCS(=O)(=O)C3)c2c1C (stereo not drawn) | -3% | 6 | 6 | 3 | 28% | 2 | -2% | -9 | 1%
CCOc1ccc(S(=O)(=O)N2CCN(C)CC2)c(C)c1C | -4% | -2 | -3 | -4 | 2.3% | 2 | -5% | -50* | -13%
Cc1nnc(NC(=O)CSc2nnc(-c3ccoc3C)n2CC(C)C)s1 | -2% | 2 | 7 | -3 | -1.0% | -1 | -1% | -6 | nt
OC(COc1ccc(C2C=CCC2)cc1)CN1CCCCC1 (stereo not drawn) | -2% | -3 | 0 | -4 | -0.1% | 2 | 3% | 5 | -11%
COc1ccc2c(C)cc(=S)[nH]c2c1 | 1% | 28 | -9 | -6 | 20µM* | 22 | 0% | -8 | 13%
Clc1ccc(OCCn2ccnc2)cc1Cl | -3% | 10 | 8 | -1 | -2.2% | 12 | 0% | -19 | -2%
CCCCOP(=O)(c1ccc(N(C)C)cc1)C(O)c1cc(OC)c(OC)c(OC)c1 (stereo not drawn) | -5% | -15 | 0 | -7 | -3.1% | 3 | 2% | -10 | -5%
COc1ccc(CCn2c(-c3ccc(OC)cc3)nc3c(c(=O)c4ccccc4n3C)c2=O)cc1 | -1% | -38 | -23 | -17 | 3.0% | 1 | -5% | -8 | 3%
COc1cc(-c2noc(CCCC(=O)Nc3cccnc3)n2)cc(OC)c1OC | 1% | -7 | 8 | -2 | 2.1% | 2 | -1% | -16 | -6%
COc1ccc(Cl)cc1/C=N/NC(=O)c1c(-c2ccccc2)noc1C | -7% | -4 | 0 | 3 | -0.2% | 1 | -2% | -15 | -4%
COc1ccccc1-n1ccnc(SCC(=O)NCc2ccccc2Cl)c1=O | 1% | -1 | 3 | 3 | -3.0% | 8 | -7% | -4 | 0%
CCN(CC)c1nc2ccccc2n2cnnc12 | -3% | -5 | 15 | 8 | 1.7% | 1 | 0% | -5 | -1%

Remaining list, next part.
SMILES | Glioma ERSR ind | RXFP1 antag | D2 PAM | D1 PAM | RXFP1 agonist | D1 ag | Vif-APOBEC3G blk | D1 antag | Vif-A3F inh
Cn1cc(S(=O)(=O)c2ccccc2)c(=O)c2cc(F)c(N3CCOCC3)cc21 | 0%&-3% | 4&-20 | -6&20 | -5&1 | 4.1%&1.5% | 10&0 | -4%&-2% | -85*! | 0%&-1%
CCOc1cc(/C=N/NC(=O)CN2CCCCC2)ccc1OCc1ccc(Cl)cc1 | -1% | 3 | -3 | 2 | 2.7% | 3 | -2% | -7 | -3%
C=CCOC(=O)C1=C(C)NC(=O)NC1/C=C/c1ccccc1OC (stereo not drawn) | -5% | 2 | 3 | 3 | 0.3% | 2 | -5% | -4 | -2%
COC(=O)C1=C(C)N2C(=O)CSC2=NC1c1ccc2c(c1)OCO2 (stereo not drawn) | -2% | nt | 9 | -2 | 0.5% | 0 | -5% | -1 | -8%
Cc1ccc(/C=C/C(=O)O)cc1S(=O)(=O)Nc1ccc2c(c1)OCO2 | -3% | 13 | 4 | -4 | -0.3% | 2 | 3% | 13 | -5%
CCCC(=O)NC(=S)N1CCN(c2ccc([N+](=O)[O-])cc2)CC1 | -4% | -4 | -3 | 2 | 0.1% | 1 | -21% | -15 | -1%

Screening results deposited in PubChem by National Center for Advancing Translational Sciences (NCATS).

A portion of the library; the hit share may differ from the screen's.
